Source: PubChem (several laboratories)
CF NFkB inh = inhibitors of PAF-induced NF-kB signaling, primary screen, cell-based, GFP fluorescence, uHTS; KKLEB NF-kB-GFP reporter, GFP fluorescence overnight; AID 588850, 2011; inhibition, % at 5 µM; 360,000 tested, 0.86% active;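 active = at least 50% inhibition at 5 µM, scaled per plate between neutral and stimulator controls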;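 also: PAF is a Pseudomonas aeruginosa culture filtrate used as stimulus; plate controls were PAF-stimulated DMSO wells for no effect and unstimulated DMSO wells for full effect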
LMP1 NFkB inh = EBV LMP1-driven NF-kappaB luciferase reporter inhibitors, primary screen, cell-based, luminescence, single point; LMP1-induced NF-kappaB luciferase reporter cells; inhibition, % at 12.5 µM; 350,000 tested, 0.69% active; AID 504558, 2011; in the data active = inhibition above about 41%;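 also: 0% = neutral control wells and 100% = reference inhibitor control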
TWEAK-Fn14 inh = inhibitors of TWEAK-Fn14 signaling, primary screen, luciferase reporter cells, uHTS | TWEAK-stimulated Fn14 reporter cells, luciferase luminescence, 8 h | inhibition, % at 10 µM | 360,000 tested, 2% active | AID 1159606, 2016; in the data active = inhibition above about 50%
SRC2 inh = inhibition of GAL4-SRC2 driven luciferase reporter, primary screen, SRC2 inhibitor project, cell-based, luminescence | inhibition, % at 9 µM | HEK293 GAL4-SRC2 luciferase reporter | Nuclear receptor coactivator 2 (Homo sapiens), Q15596 | 370,000 tested, 0.17% active | AID 651957, 2012;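 active = inhibition above the mean inhibition of all tested compounds plus 3 SD, set per campaign, cut at about 52% in these data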;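 also: 0% = DMSO treated cells and 100% = cells given Gossypol at 36 µM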
NCOA3 inh = SRC3 coactivator transcriptional activity inhibitors, primary screen, cell-based, luminescence | Nuclear receptor coactivator 3 (Homo sapiens), Q9Y6Q9 | HEK293 GAL4-SRC3 luciferase reporter | inhibition, % at 3.6 µM | 360,000 tested, 0.17% active;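 active = inhibition above a per-campaign cutoff, the mean of all compounds plus 3 SD, cut at about 60% in these data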;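 also: 0% = DMSO-treated cells and 100% = gossypol-treated cells at 36 µM; higher means less SRC3-driven luciferase light from the GAL4 reporter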
Target sequence (Q9Y6Q9 whole entry, looked up, the tested form may be a part): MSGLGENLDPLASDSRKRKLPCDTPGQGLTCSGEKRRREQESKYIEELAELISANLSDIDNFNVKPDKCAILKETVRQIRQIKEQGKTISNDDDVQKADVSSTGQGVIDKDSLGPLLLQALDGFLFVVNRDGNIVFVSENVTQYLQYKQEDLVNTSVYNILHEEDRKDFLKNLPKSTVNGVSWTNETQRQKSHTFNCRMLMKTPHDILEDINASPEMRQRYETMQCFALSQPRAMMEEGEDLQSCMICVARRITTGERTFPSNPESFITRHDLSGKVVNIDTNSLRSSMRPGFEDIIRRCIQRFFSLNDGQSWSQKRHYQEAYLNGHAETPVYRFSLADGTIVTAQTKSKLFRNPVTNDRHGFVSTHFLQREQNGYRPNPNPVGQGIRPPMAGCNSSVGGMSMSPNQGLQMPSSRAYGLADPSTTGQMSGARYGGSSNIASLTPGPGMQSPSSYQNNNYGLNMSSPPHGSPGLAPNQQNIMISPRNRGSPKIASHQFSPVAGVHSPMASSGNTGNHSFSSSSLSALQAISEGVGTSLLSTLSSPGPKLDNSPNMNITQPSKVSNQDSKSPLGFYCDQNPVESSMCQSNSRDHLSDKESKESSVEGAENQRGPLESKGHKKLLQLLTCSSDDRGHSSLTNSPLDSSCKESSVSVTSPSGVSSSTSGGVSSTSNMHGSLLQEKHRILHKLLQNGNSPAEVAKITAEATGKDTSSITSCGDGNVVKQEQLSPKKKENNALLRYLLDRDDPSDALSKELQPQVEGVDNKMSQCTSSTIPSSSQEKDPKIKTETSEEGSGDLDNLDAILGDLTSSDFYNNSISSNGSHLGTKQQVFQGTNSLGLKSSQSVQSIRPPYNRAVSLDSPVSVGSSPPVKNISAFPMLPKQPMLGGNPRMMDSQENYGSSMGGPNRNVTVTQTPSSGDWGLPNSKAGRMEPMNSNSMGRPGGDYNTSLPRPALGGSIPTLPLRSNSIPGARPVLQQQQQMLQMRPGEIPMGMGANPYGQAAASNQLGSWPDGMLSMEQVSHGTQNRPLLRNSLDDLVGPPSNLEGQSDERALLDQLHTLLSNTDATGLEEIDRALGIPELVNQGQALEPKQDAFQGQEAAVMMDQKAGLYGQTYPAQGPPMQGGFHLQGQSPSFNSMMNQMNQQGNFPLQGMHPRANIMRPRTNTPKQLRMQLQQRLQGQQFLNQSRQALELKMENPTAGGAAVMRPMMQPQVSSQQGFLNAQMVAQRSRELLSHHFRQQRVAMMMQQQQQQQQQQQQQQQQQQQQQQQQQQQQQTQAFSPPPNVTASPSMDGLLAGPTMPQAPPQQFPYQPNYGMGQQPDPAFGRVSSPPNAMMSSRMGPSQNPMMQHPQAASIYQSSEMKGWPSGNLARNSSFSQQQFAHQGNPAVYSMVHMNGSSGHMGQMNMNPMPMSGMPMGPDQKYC
SRC1 inh = SRC1 coactivator transcriptional activity inhibitors, primary screen, cell-based, luminescence; Nuclear receptor coactivator 1 (Homo sapiens), Q15788; HEK293 GAL4-SRC1 luciferase reporter; inhibition, % at 3.6 µM; 360,000 tested, 0.12% active; AID 588354, 2011;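 active = inhibition above the campaign mean plus 3 SD, with each screening campaign given its own cutoff, cut at about 60% in these data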;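 also: 0% = DMSO treated cells and 100% = gossypol at 36 µM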
TROY signal inh = inhibitors of TROY-driven NF-kB signaling, primary screen, Q293 LMP1-TROYcd cells, NF-kB luciferase, uHTS; inhibition, % at 10 µM; 360,000 tested, 0.98% active; Q293 LMP1-TROYcd NF-kB luciferase reporter, 4 h;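 active = compounds whose plate-normalised and pattern-corrected inhibition of the luciferase reporter signal at the single screening dose is 50% or more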
NR5A2 inv ag = LRH-1 (NR5A2) inverse agonists, primary screen, cell-based, luminescence, HEK293T, StAR-luciferase reporter | Nuclear receptor subfamily 5 group A member 2 (Homo sapiens), O00482 | LRH-1 transfected, 24 h | inhibition, % at 3.6 µM | 360,000 tested, 0.13% active | AID 602396, 2012;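 active = inhibition above the mean inhibition of all tested compounds plus 3 SD, cut at about 73% in these data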;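 also: 0% = DMSO wells and 100% = reporter-only cells lacking LRH-1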
KKLEB cytotox = cytotoxicity in KKLEB CF airway cells, primary screen, cytotoxicity control for CF NF-kB inhibitor project, cell-based, uHTS, fluorescence assay plates | 360,000 tested, 0.36% active | KKLEB CF airway cells viability, ATPlite luminescence, overnight; stronger effect = lower value; cells stimulated with P. aeruginosa culture filtrate | activity change (cytotoxicity), % at 5 µM;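 active = corrected activity change at or below -50% at 5 µM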
COUP-TFII inh = NR2F2 transcriptional activity inhibitors, primary screen, cell-based, luciferase reporter, HEK293T, luminescence. 370,000 tested, 0.7% active. COUP transcription factor 2 (Homo sapiens), P24468. HEK293T NGFI-A luciferase reporter. inhibition, % at 8.6 µM;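 active = inhibition above a per-plate cutoff, mean inhibition of test wells between control levels plus 3 SD, cut at about 38% in these data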;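 also: cells cotransfected with COUP-TFII expression vector driving the NGFI-A reporter; 0% = median of COUP-TF2 test wells and 100% = reporter-only cells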
C8 TRAIL sens = viability loss with TRAIL in NB7+C8 cells, primary screen, TRAIL sensitizer project, cell-based, ATPlite luminescence; AID 624354, 2012; inhibition (viability loss, TRAIL sensitization), % at 10 µM; 360,000 tested, 1% active;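 active = compounds causing at least 50% loss of cell viability in the single-dose screen, relative to plate controls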
Starred values were filed as active, the others as inactive; · = not tested or not shown.

Value order – CF NFkB inh	LMP1 NFkB inh	TWEAK-Fn14 inh	SRC2 inh	NCOA3 inh	SRC1 inh	TROY signal inh	NR5A2 inv ag	KKLEB cytotox	COUP-TFII inh	C8 TRAIL sens
1. COc1ccc(OC)c(S(=O)(=O)NC(=O)C2(C)CCN2C(=O)Cc2ccccc2)c1 (centres undefined)
→ 14	·	4	-26	-3	3	-3	-14	6	11	4
2. COc1ccc(Cl)cc1C(=O)NCCS(=O)(=O)N1CCN(c2ccccc2F)CC1
→ 6	-10	-21	-17	-2	-30	-5	5	-6	-24	-2
3. CCN(CC)CCC12CC(C)OC1=Nc1ccccc1NC2=O (centres undefined)
→ -22	·	9	-9	9	-67	-13	-4	14	8	8
4. O=C(CSc1nnc(-c2ccco2)n1Cc1ccco1)N1CCOCC1
→ 4	2	-11	17	-11	3	9	3	3	9	-1
5. CC(=O)c1ccc(NC(=O)C2CCN(S(=O)(=O)c3cccs3)CC2)cc1
→ -18	-7	-27	-3	-33	-35	-41	-27	-9	-8	2
6. Cc1ccc(S(=O)(=O)N2CCCOC2CNC(=O)C(=O)NCCc2c[nH]c3ccccc23)cc1 (centres undefined)
→ -7	-11	26	15	9	17	11	12	-2	15	17
7. C=C1CCN(CC(=O)OC)S(=O)(=O)c2ccccc21
→ -4	-4	-4	-8	-15	-4	1	-11	11	-7	-20
8. CC(C)(C)c1cc(CSC(=S)NC2CCS(=O)(=O)C2)c(Br)c(C(C)(C)C)c1 (centres undefined)
→ 38	6	26	-8	5	-14	3	8	1	0	17
9. C=C(C)[C@@H]1CC=C(CN2CCC(N3CCC(C(=O)N4CCCC4)CC3)CC2)CC1
→ 0	1	7	-6	17	-4	10	2	9	33	11
10. C/C(=N\NC(=S)NCc1ccccc1)c1ccccc1F
→ -10	1	13	-13	4	-20	-12	-13	22	7	-3
11. CCOc1cc(N2CCOCC2)c(OCC)cc1NC(=O)Cc1ccccc1OC
→ 2	1	0	-13	2	2	28	2	-8	19	18
12. Cn1nccc1C(=O)Nc1ccc2c(c1)OCO2
→ -3	-16	-13	-31	-41	-32	-37	-89	14	-20	-8
13. CCOC(=O)N1CCN(S(=O)(=O)c2ccc(C(=O)NNc3nc4c(C)cc(C)cc4s3)cc2)CC1
→ -12	·	-7	-2	-2	0	-1	-11	-7	-22	19
14. CCC(C)NCCOCCOc1ccc(C)cc1Br (centres undefined)
→ 8	3	-3	-9	7	17	-11	-9	-4	-5	19
15. Cc1cccc(C)c1NC(=O)c1cccnc1
→ 5	4	12	-8	15	4	-6	10	-14	-3	6
16. O=c1cc(-c2ccccc2Cl)oc2c([N+](=O)[O-])c(O)cc(O)c12
→ 94*	17	96*	49	42	36	52*	13	14	28	-10
17. Cc1nnc(SCC(=O)N2CCC(Cc3ccccc3)CC2)n(N)c1=O
→ 6	-5	-10	-18	-1	-10	5	1	9	-12	-14
18. CC1CN(C(=O)COC(=O)c2cc(=O)[nH]c3ccccc23)CC(C)O1 (centres undefined)
→ -16	2	0	-16	-27	-18	-8	-4	2	6	0
19. CC(O)(c1ccccc1)c1ccc2ccccc2n1 (centres undefined)
→ -18	4	4	19	-31	-21	-6	27	0	0	-13
20. CCCN(C(=O)COC(=O)CNS(=O)(=O)c1ccc(NC(C)=O)cc1)C1CCS(=O)(=O)C1 (centres undefined)
→ -2	29	12	-10	4	-11	-1	5	5	-4	2
21. COc1ccc2nc3n(c(=O)c2c1)-c1ncccc1C(=O)NC3CC(C)C (centres undefined)
→ -14	-5	76*	-18	-26	4	2	28	7	-22	-2
22. CCOc1ccc(C(=O)CCC(=O)NCC(=O)Nc2c(C)cccc2C)cc1
→ 19	3	-15	24	-10	-1	-8	1	-8	-13	-14
23. CC(=O)c1ccc(C(=O)N(CCN(C)C)c2nc3c(Cl)cccc3s2)cc1
→ 0	-3	-8	13	16	19	-5	2	-4	6	-7
24. COc1ccc(C(=O)N/N=C(\C)c2cccc(NC(=O)c3ccc(F)cc3)c2)c(OC)c1
→ -1	-6	-23	-48	-12	-6	-31	-50	5	12	39
25. O=C(OCC(=O)N1CCN(C(=O)c2ccco2)CC1)C1=COCCO1
→ 10	0	-1	7	-19	1	10	-2	17	2	-9
26. C=CCNC(=S)NNC(=O)c1ccc(Br)cc1
→ 7	1	-25	-8	7	5	2	-17	-16	-12	-1
27. COc1ccccc1N(CC(=O)NCCc1ccccc1)C(=O)CCC(=O)Nc1ccccn1
→ -9	-7	8	14	3	-30	-18	-7	20	7	-3
28. CC1(C)CCc2cc(-c3ccn(S(=O)(=O)c4ccccc4Cl)n3)ccc2O1
→ 29	·	-41	-80	-23	-19	-62	-47	-13	1	18
29. Cc1c(NC2=CC(=O)CC(C)(C)C2)ccc([N+](=O)[O-])c1C
→ -7	-5	12	14	16	9	-2	3	-3	-1	0
30. O=C(Nc1nc2ccccc2[nH]1)c1ccccc1OC(F)F
→ -8	8	64*	-18	-82	-94	27	-120	-11	-8	69*
31. O=C(c1ccccc1[N+](=O)[O-])n1cnc2ccccc21
→ -8	-1	-4	5	0	6	-6	-4	-31	7	3
32. O=C(CC(=O)NC1CCCCC1)N/N=C/c1cccc2ccccc12
→ 15	3	-11	-24	13	0	13	11	5	-10	-5
33. O=C(NCC(c1cccs1)N1CCOCC1)c1cc(S(=O)(=O)N2CCOCC2)ccc1F (centres undefined)
→ 15	1	-9	-10	3	-22	1	-1	-4	1	5
34. Cc1nc(SCCc2ccccc2)[nH]c(=O)c1C
→ 4	-5	-28	·	-4	-18	-14	-18	-8	·	19
35. CCN(CC)c1nc(N2CCOCC2)nc2ccccc12
→ 0	5	8	-10	-22	-11	-20	10	-7	5	12
36. Cc1ccc(NC(=O)CCN2CCOCC2)cc1C
→ -14	-3	-8	-4	-8	-9	-6	-4	-11	13	-10
37. COc1ccc(OC)c(NC(=O)C2C3CC4OC(=O)C2C4C3)c1 (centres undefined)
→ -10	7	-1	-6	0	0	13	-5	9	9	-13
38. O=C(Cn1nc(-c2ccccc2)c2ccccc2c1=O)Nc1ccc(F)cc1
→ -5	-3	2	9	8	0	3	4	-1	-6	-7
39. Cc1cc(/C=C(\C#N)C(=O)NCc2ccccc2)c(C)[nH]1
→ 3	-11	-19	1	-14	-16	-16	-4	-9	-11	-23
40. CCNC(=O)CSc1nc2ccccc2c(=O)n1-c1cccc(OC)c1
→ -8	15	-12	-7	8	12	12	11	-11	5	-9
41. Cc1cnc(C(=O)N(c2ccc(N3CCOCC3)cc2)C2C(=O)Nc3ccccc3N=C2c2ccc3c(c2)OCO3)cn1 (centres undefined)
→ 4	·	-2	-32	-26	-9	8	-26	-9	-42	-26
42. O=C(NC1CC1)C1=C[C@@H](c2ccc(Br)cc2)C[C@@H](OCCCCO)O1
→ 7	1	16	2	2	-9	51*	-34	-2	0	2
43. Cc1cccc(NC(=O)[C@H](Cc2c[nH]c3ccccc23)NC(=O)[C@@H]2Cc3ccccc3CN2)c1
→ -12	3	4	-3	-50	11	0	-15	13	-66	18
44. O=c1[nH]c2ccc(S(=O)(=O)N3CCCC3)cc2[nH]1
→ -8	4	7	1	-11	13	8	11	-12	-13	-8
45. CN(C)CCN(C(=O)c1ccc2ccccc2c1)c1nc2c(F)cc(F)cc2s1
→ -5	8	2	-9	-9	4	-8	6	17	0	1
46. CC(=O)Nc1ccc(OCC(O)Cn2c(CO)nc3ccccc32)cc1 (centres undefined)
→ -11	2	1	-12	-6	-1	-2	-1	-5	-1	0
47. O=S1(=O)CC(N2CC=CC2)CN1C1CCCCC1 (centres undefined)
→ -8	·	-15	-22	17	8	-12	-9	-16	-14	3
48. O=S(=O)(NC1CC1)c1ccc(S(=O)(=O)N2CCCC(c3nc(-c4cccnc4)no3)C2)cc1 (centres undefined)
→ 4	-16	-23	5	26	13	14	7	14	22	-26
49. CC(C)CNC(=S)N(CCCO)Cc1cc2cc3c(cc2[nH]c1=O)OCO3
→ -22	-15	-2	-5	-30	3	-5	19	7	5	-3
50. COCCCNC(=O)C1CCC(=O)N1Cc1ccccc1Cl (centres undefined)
→ -7	3	85*	-32	7	2	·	-16	1	0	23

Further structures:
Value order – CF NFkB inh	LMP1 NFkB inh	TWEAK-Fn14 inh	SRC2 inh	NCOA3 inh	SRC1 inh	TROY signal inh	NR5A2 inv ag	KKLEB cytotox	COUP-TFII inh	C8 TRAIL sens
51. Cc1c(NC(=O)Nc2ccc([N+](=O)[O-])cc2)c(=O)n(-c2ccccc2)n1C
→ 4	-3	0	5	-16	6	-8	7	4	-11	4
52. Cc1noc(C)c1CSCC(=O)Nc1nnc(CC(C)C)s1
→ 0	-3	1	-17	4	-5	17	-3	8	14	-1
53. COc1ccccc1CC(=O)Nc1ccccc1O
→ -1	5	13	-15	-9	0	-17	-1	-1	-11	0
54. CCc1nnc(NC(=O)[C@@H](NC(=O)c2cccc(S(=O)(=O)N(CC)CC)c2)C(C)C)s1
→ -12	-1	15	4	6	16	7	-4	11	-14	-8
55. COc1ccc(OCC(=O)OCC(=O)NCc2ccco2)cc1
→ 2	-4	6	-15	0	2	0	14	7	4	-19
56. Cc1cccc([N+](=O)[O-])c1NC(=O)CN(Cc1ccccc1)Cc1ccccc1
→ 5	1	13	24	25	-8	7	5	3	9	9
57. CCOCCCNC(=O)CCc1ccc(S(=O)(=O)Nc2ccc(C)cc2)cc1
→ 3	-4	1	-16	-9	1	11	-7	-1	-7	5
58. COc1ccc(CCN2C(=NC(=O)CCC(=O)O)SC3CS(=O)(=O)CC32)cc1 (centres undefined)
→ 8	1	-5	-25	22	0	-12	14	13	-10	7
59. COc1ccc(C(CCc2ccc(C)o2)NC(=O)Nc2ccc(OC)cc2OC)cc1 (centres undefined)
→ -10	-4	-2	5	-2	1	-34	14	0	3	-12
60. COc1ccc([C@@H]2[C@@H]3C(=O)N(C(C)(C)C)C(=O)[C@@H]3[C@]3(C)C(=O)N(c4ccc(C(F)(F)F)cc4)C(=O)N23)cc1
→ -20	-2	-8	-16	-4	-23	-33	-26	6	1	-15
61. CCOc1ccc(-c2nc(CSCC(=O)N3CCN(c4cccc(OC)c4)CC3)c(C)o2)cc1
→ -7	13	59*	59*	18	13	53*	28	3	66*	22
62. Cc1ccccc1-c1cnn(-c2cccc([N+](=O)[O-])c2)c1N
→ -9	2	-35	-23	-8	-14	-32	-32	-1	2	-4
63. CC(C)(C)NC(=O)NC(=O)COC(=O)CCC1CCCCC1
→ -20	-1	-11	-4	4	-2	9	10	9	-2	-2
